T cell HTS: T cell immune modulation candidate; 330,000 compounds, 0.068% hits; 2C CD8+ T cell-vesicle binding, flow cytometry; active compounds read low; calls only at 7 µM; AID 2052;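 active = response, share of CD8 T cells binding vesicles, and their 90th percentile fluorescence all below set limits, cut at about 80% in these data, passing the limit was not always enough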
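Test system: purified 2C TCR transgenic mouse naive CD8+ T cells. Probe or stimulus: QL9-peptide-loaded Drosophila micro-vesicles bearing Ld, ICAM-1 and B7-1. Incubation: binding step 1.5 h, 37 °C, antibody labelling 20 min, ice. Measured by: flow cytometry of vesicle-bound cells.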
NTR1 agonist: NTR1-driven beta-arrestin-GFP spot formation – imaging, U2OS cells, high content, primary screen (AID 493036); P30989; agonist mode; activation, % at 20 µM; 330,000 compounds, 0.17% hits;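 active = activation at or above 40% of the spot to cytoplasm intensity ratio, with at least 20 cells analyzed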;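 note: 0% = DMSO without peptide and 100% = 100 nM NTR1 peptide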
Target sequence (P30989 whole entry, looked up): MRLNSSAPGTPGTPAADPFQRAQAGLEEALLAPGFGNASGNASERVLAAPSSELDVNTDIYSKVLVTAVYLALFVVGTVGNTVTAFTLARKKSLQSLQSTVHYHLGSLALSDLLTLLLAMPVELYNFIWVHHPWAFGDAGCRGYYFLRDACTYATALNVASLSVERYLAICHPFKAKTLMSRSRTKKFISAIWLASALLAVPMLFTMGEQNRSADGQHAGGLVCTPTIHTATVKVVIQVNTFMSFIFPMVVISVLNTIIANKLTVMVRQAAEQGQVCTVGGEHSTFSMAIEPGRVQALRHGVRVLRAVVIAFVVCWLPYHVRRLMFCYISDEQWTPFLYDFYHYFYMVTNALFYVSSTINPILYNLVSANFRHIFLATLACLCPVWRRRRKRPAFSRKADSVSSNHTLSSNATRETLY
MgcRacGAP inhibition: MgcRacGAP GTPase-activating activity inhibitors, confirmation, biochemical, ADP Hunter fluorescence. MgcRacGAP-stimulated Rac1 GTP hydrolysis, ADP Hunter fluorescence; higher % means a stronger effect; GST-tagged Rac1 F28L mutant substrate. one-dose inhibition, % at 30 µM; IC50 in µM for titrated hits. 340,000 compounds, 0.6% hits. AID 624330;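 active = first-screen hits whose inhibition reached a set limit at any dose in the follow-up dose series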;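 note: fluorescence reports GDP produced by GAP-driven GTP hydrolysis; strong numbers were not always called active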
T cell HTS vesicle-bound %: also measured in T cell HTS; calls as there; double positive events, %; measured here: CD8+ vesicle-bound cell fraction;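 binding gate set so that unloaded-vesicle control wells show 10% double positive cells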
NTR1 agonist cell count 20 µM: recorded beside NTR1 agonist, whose call it bears; cell count; measured here: cell count, cytotoxicity flag
The depositor's hits bear a star; i = inactive; + = active, no number. A portion of the library (hit frequency here may not be typical).

SMILES | T cell HTS | T cell HTS vesicle-bound % | NTR1 agonist | NTR1 agonist cell count 20 µM | MgcRacGAP inhibition
CCN(CC(=O)Nc1c(F)cccc1F)C(=O)CNC(=O)c1sc2ccccc2c1Cl | i | 38 | -1.8 | 73 | 3%
CCN(CC)c1ccc(NC(=O)COc2ccc(-n3cnnn3)cc2)cc1 | i | 56 | -0.9 | 62 | 63µM*
CC(=O)Nc1ccc(S(=O)(=O)N[C@@H](C)C(=O)NC2CCCc3ccccc32)cc1 (stereo not given in full) | i | 25 | -2.1 | 53 | 4%
COc1cc(OC)cc(-c2oc(=O)c3cc(OC)c(OC)cc3c2C(F)(F)F)c1 | + | 1.0* | 1.8 | 31 | 7%
CN(CCOc1ccccc1)C(=O)c1ccc2c(c1)OCO2 | i | 25 | -1.7 | 99 | 2%
CCC(CO)Oc1cc(NCc2ccccc2)c2ncn(C(C)C)c2c1 (stereo not given) | i | 8 | -0.5 | 41 | -4%
COC(=O)c1ccc(COC(=O)CNC(=O)c2ccc(C)s2)cc1 | i | 44 | -1.1 | 52 | 1%
COc1ccc(NC(=O)CN(C)C(=O)c2ccc3ccccc3n2)cc1 | i | 52 | -2.5 | 39 | 3%
COc1ccc(CC(=O)NCc2ccc(F)cc2)cc1S(=O)(=O)N1CCOCC1 | i | 39 | 0.0 | 59 | 4%
O=S(=O)(NCC(c1ccco1)N1CCCCC1)c1cccc(C(F)(F)F)c1 (stereo not given) | i | 10 | 0.3 | 50 | 5%
COc1ccc(N2CCN(C(=O)c3cc(C4CC4)nn3-c3ccccc3)CC2)cc1 | i | 31 | 8.9 | 52 | 27%
CC(C)(C)C(=O)CSc1ccc(S(=O)(=O)N2CCN(Cc3ccccc3)CC2)cn1 | i | 13 | 1.2 | 69 | 2%
O=C(COC(=O)c1cc(S(=O)(=O)N2CCOCC2)ccc1Cl)NC1CC1 | i | 17 | 0.9 | 50 | 8%
COC(=O)c1c(NC(=O)CN2C(=O)C(=O)N(C(C)C)C2=O)sc(C)c1C | i | 8 | 1.3 | 52 | 7%
CCOC(=O)N1CCc2c(sc(NC(C)=O)c2C(N)=O)C1 | i | 38 | 19 | 33 | 2%
CC(=O)OC1[C@H](Oc2c(O)c(C)c3c4c2[C@@H](C)CC[C@@H]4[C@@H](C)C[C@@H]3C=C(C)C)OC[C@@H](O)[C@@H]1O (stereo not given in full) | i | 13 | -0.5 | 45 | 10%
c1nc(NCc2ccc3c(c2)OCO3)c2cc(-c3ccoc3)ccc2n1 | i | 9 | 0.3 | 58 | 9%
Cc1ccc(NC(=S)NC(=O)C2CCCC2)c(Br)c1 | i | 28 | 2.3 | 58 | 9%
CC(OC(=O)c1cccc(N(C)C)c1)C(=O)N1CCc2ccccc2C1 (stereo not given) | i | 45 | 0.2 | 56 | 3%
O=C(c1ccco1)N1CCN(C(=O)C2CCN(S(=O)(=O)c3cccc4nsnc34)CC2)CC1 | i | 21 | 1.3 | 46 | -3%
CCCCN(C(=O)CSc1nc2ccccc2n1CC)C1CCS(=O)(=O)C1 (stereo not given) | i | 42 | -1.7 | 52 | 1%
CC(=O)N1CCN(C(=O)CN2C(=O)NC(C)(c3ccc4ccccc4c3)C2=O)CC1 (stereo not given) | i | 50 | 2.0 | 54 | 5%
O=C(CNc1ccc(F)cc1Cl)Nc1cccc(S(=O)(=O)N2CCCCC2)c1 | i | 10 | 9.7 | 45 | 6%
CC(C)(C)OC(=O)NCCCCCNC(=O)c1[nH]cnc1C(=O)Nc1ccccc1 | i | 35 | 5.2 | 56 | 8%
COc1ccc(C(C)=O)c(Oc2ccc(S(=O)(=O)N3CCOCC3)cn2)c1 | i | 14 | -1.7 | 50 | 0%
Cn1c2ccsc2c2ncn(Cc3ccccc3F)c(=O)c21 | i | 10 | 0.7 | 63 | 8%
CC(C)=CCC/C(C)=C/CC/C(C)=C/COc1ccc2ccc(=O)oc2c1 | i | 20 | 0.1 | 92 | 5%
CCN(CC)c1ccc(C(=O)OCC(=O)Nc2ncccn2)cc1 | i | 33 | 1.6 | 55 | 3%
Cc1cccc(C)c1NC(=O)CN1CCN(C(=O)c2ccc(OCc3cn4ccccc4n3)cc2)CC1 | i | 30 | 1.6 | 50 | 4%
CCOc1ccc(NC(=O)COC(=O)CCC(=O)c2cccs2)cc1 | i | 47 | -1.3 | 56 | -1%

10 structures out of the list, arranged by length of the SMILES, low to high.
SMILES | T cell HTS | T cell HTS vesicle-bound % | NTR1 agonist | NTR1 agonist cell count 20 µM | MgcRacGAP inhibition
Cc1ccc(NC(=S)NC(=O)C2CCCC2)c(Br)c1 | i | 28 | 2.3 | 58 | 9%
Cn1c2ccsc2c2ncn(Cc3ccccc3F)c(=O)c21 | i | 10 | 0.7 | 63 | 8%
CCN(CC)c1ccc(C(=O)OCC(=O)Nc2ncccn2)cc1 | i | 33 | 1.6 | 55 | 3%
CCOc1ccc(NC(=O)COC(=O)CCC(=O)c2cccs2)cc1 | i | 47 | -1.3 | 56 | -1%
CCCCN(C(=O)CSc1nc2ccccc2n1CC)C1CCS(=O)(=O)C1 (stereo not given) | i | 42 | -1.7 | 52 | 1%
CC(C)=CCC/C(C)=C/CC/C(C)=C/COc1ccc2ccc(=O)oc2c1 | i | 20 | 0.1 | 92 | 5%
COc1ccc(C(C)=O)c(Oc2ccc(S(=O)(=O)N3CCOCC3)cn2)c1 | i | 14 | -1.7 | 50 | 0%
CC(C)(C)OC(=O)NCCCCCNC(=O)c1[nH]cnc1C(=O)Nc1ccccc1 | i | 35 | 5.2 | 56 | 8%
CC(=O)N1CCN(C(=O)CN2C(=O)NC(C)(c3ccc4ccccc4c3)C2=O)CC1 (stereo not given) | i | 50 | 2.0 | 54 | 5%
O=C(c1ccco1)N1CCN(C(=O)C2CCN(S(=O)(=O)c3cccc4nsnc34)CC2)CC1 | i | 21 | 1.3 | 46 | -3%

The results go on:
SMILES | T cell HTS | T cell HTS vesicle-bound % | NTR1 agonist | NTR1 agonist cell count 20 µM | MgcRacGAP inhibition
CC1CCN(C(=O)COC(=O)/C=C/c2ccc([N+](=O)[O-])cc2)CC1 | i | 19 | 0.9 | 52 | -7%
N#Cc1ccc(OCC(=O)N(C2CCCCC2)C2CCS(=O)(=O)C2)cc1 (stereo not given) | i | 45 | 1.9 | 72 | 2%
O=C1CN(C(=O)COC(=O)[C@@H]2CC(O)CN2S(=O)(=O)c2ccc(Cl)cc2)c2ccccc2N1 (stereo not given in full) | i | 34 | 3.1 | 70 | 5%
CN(C(=O)COC(=O)c1n[nH]c(=O)c2ccccc12)c1ccccc1 | i | 20 | -0.1 | 62 | 8%
COCCN(C(=O)CC1CCCCC1)c1c(N)n(CC(C)C)c(=O)[nH]c1=O | i | 27 | -1.2 | 54 | -2%
Cc1ccc(CSc2ccc(S(=O)(=O)N3CCCC3)cn2)cc1 | i | 0 | 2.2 | 85 | 4%
Cc1cc(C)nc(NNS(=O)(=O)c2ccc(Cl)cc2)n1 | i | 22 | 1.5 | 52 | -1%
CC(CCc1ccccc1)NC(=O)CCNC(=O)c1ccccc1Cl (stereo not given) | i | 30 | 0.5 | 73 | 5%
Cc1sc2nc(CSCC(=O)Nc3cc(F)ccc3F)[nH]c(=O)c2c1C | i | 45 | -1.6 | 61 | 3%
COc1cccc(NC(=O)COC(=O)/C=C/c2c(C)nn(-c3ccccc3)c2C)c1 | i | 40 | 5.1 | 57 | 12%
O=C(Nc1ccccc1Cl)O/N=C/c1ccncc1 | i | 62 | 0.7 | 60 | 0%
C[C@@H](NC(=O)Cn1ccc(N)nc1=O)c1cccc2ccccc12 | i | 36 | 3.9 | 70 | 3%
CCCC(C)NC(=O)CN(Cc1ccco1)S(=O)(=O)c1ccccc1 (stereo not given) | i | 39 | -0.8 | 59 | 4%
O=[N+]([O-])c1ccccc1Oc1ccc(S(=O)(=O)N2CCOCC2)cc1 | i | 39 | 0.4 | 78 | -3%
Cc1noc(C)c1COc1ccccc1C(=O)N1CCN(S(=O)(=O)c2cccc([N+](=O)[O-])c2)CC1 | i | 43 | 1.7 | 71 | 3%
CCN(C[C@H]1N[C@@](Cc2ccccc2)(C(=O)OC)[C@H]2C(=O)N(Cc3ccccc3)C(=O)[C@@H]12)C(=O)Nc1ccc(F)cc1 | i | 11 | 5.7 | 61 | 4%
CC(C)c1ccc(NC(=O)CN2C(=O)NC(Cc3c[nH]c4ccccc34)C2=O)cc1 (stereo not given) | i | 50 | 8.3 | 49 | 16%
CCN(CC)c1ccc(C2C(C(C)=O)C(=O)CC(C)(O)C2C(C)=O)cc1 (stereo not given) | i | 55 | 1.2 | 50 | -3%
Cc1ccc(C(CC(=O)NCc2ccco2)c2ccc(OC(C)C)cc2)cc1 (stereo not given) | i | 22 | -3.4 | 115 | -5%
O=C(O)c1c(Cl)cccc1Cl | i | 36 | 2.1 | 50 | 6%
CCCCn1c(CCC(=O)O)nc2cc(S(=O)(=O)N3CCCC3)ccc21 | i | 24 | 0.6 | 54 | -4%
CN(c1ccccc1)S(=O)(=O)c1ccccc1Br | i | 21 | 2.2 | 55 | 8%
CN(C(=O)COn1nnc2ccc(Cl)cc21)C1CCS(=O)(=O)C1 (stereo not given) | i | 44 | 2.8 | 48 | 6%
Nc1nnc(SCC(=O)NNC(=O)c2ccc(Cl)cc2)s1 | i | 40 | 3.4 | 44 | 8%
CC(NC(=O)COC(=O)c1ccc([N+](=O)[O-])o1)c1ccccc1 (stereo not given) | i | 38 | 2.2 | 58 | 14%
CCOC(=O)c1c(C)[nH]c(C)c1C(=O)COC(=O)CSc1ccc(C)cc1 | i | 53 | 2.6 | 43 | 2%
Cc1noc(C)c1CSCC(=O)OCc1nnc(-c2ccc([N+](=O)[O-])cc2)o1 | i | 44 | 0.9 | 64 | 4%
C[C@@H]1CCCCCCCCC(=O)OCCN[C@H](C)CCCCCCCCC(=O)OCCN[C@H](C)CCCCCCCCC(=O)OCCN1 | i | 13 | 7.7 | 9 | 20%
CSCCC(NC(=O)c1ccco1)C(=O)NCC(C)(C)N1CCOCC1 (stereo not given) | i | 38 | -2.1 | 55 | -3%
CCc1nnc(NC(=O)c2oc3ccccc3c2COC(C)C)s1 | i | 30 | -1.1 | 58 | 5%
COc1ccc(CCN(C)C(=O)COc2cccc(-n3cnnn3)c2)cc1OC | i | 50 | -0.1 | 59 | 4%
CC1CCN(C(=O)c2[nH]cnc2C(=O)N2CCN(C(=O)OC(C)(C)C)CC2)CC1 | i | 42 | 1.1 | 45 | 2%
O=C(NCCCN1CCOCC1)c1cc(S(=O)(=O)N2CCOCC2)c(Cl)cc1Cl | i | 50 | 3.2 | 65 | 1%
Cc1ccc(-n2c(=O)c3c4c(sc3n3c(C)nnc23)COC(C(C)C)C4)cc1 (stereo not given) | i | 58 | 6.4 | 66 | 7%
CN(C(=O)c1cccc(NC(=O)Cc2ccc([N+](=O)[O-])cc2)c1)C1CCCC1 | i | 54 | -1.9 | 65 | 2%
CCN(C(=O)C(C)Sc1nnc(-c2ccncc2)n1C)C1CCCCC1 (stereo not given) | i | 39 | -1.8 | 63 | 1%
NC1(C#Cc2ccc3oc(=O)c(-n4cc(C5(O)CCCCC5)nn4)cc3c2)CCCCC1 | i | 13 | 3.1 | 69 | 9%
CC[C@@]1(C(=O)OC)N[C@H](CN(C)C(=O)Nc2ccc(C(F)(F)F)cc2)[C@@H]2C(=O)N(C)C(=O)[C@@H]21 | i | 11 | -1.0 | 90 | 4%
CC(C)C[C@@H](CO)N(Cc1ccccc1)S(=O)(=O)N(Cc1ccccc1)[C@H](CO)CC(C)C | i | 18 | 50* | 65* | 0%
O=C(CCC(=O)c1cccs1)OCC(=O)c1ccccc1 | i | 34 | -1.2 | 67 | 1%
CC[C@]12c3[nH]c4ccccc4c3CCN1C(=O)C(CC(=O)NCCc1ccccn1)C[C@@H]2C(=O)N1CCN(C(=O)C2CC2)CC1 (stereo not given in full) | i | 15 | -0.5 | 60 | 8%
N#Cc1ccc(S(=O)(=O)N2CCN(Cc3cccs3)CC2)cc1 | i | 38 | 2.7 | 53 | 0%
COc1ccc(C)cc1NC(=O)COC(=O)c1ccc2ccccc2n1 | i | 32 | 0.8 | 50 | 6%
NC(=O)c1ccc(NC(=O)CSc2nnc(C3CC3)n2C2CC2)cc1 | i | 29 | 0.7 | 62 | 2%
COc1cccc(/C=C/C(=O)OCC(=O)NC(=O)NC2CCCC2)c1 | i | 47 | 6.6 | 53 | -3%
C[C@@H](NC(=O)c1nc[nH]c1C(=O)NCCCCCNC(=O)OC(C)(C)C)c1ccccc1 | i | 14 | 4.8 | 42 | 1%
COc1ccc(CCNC(=O)Cc2ccc(NS(=O)(=O)c3ccc(F)cc3)cc2)cc1OC | i | 27 | -1.3 | 47 | 4%
CC(C)CNC(=O)C(=O)NC1CCCC1 | i | 12 | -1.2 | 55 | 5%
O=C(Nc1ccc(OC(F)(F)F)cc1)C1CCCN(C(=O)c2ccc(Cl)cc2)C1 (stereo not given) | i | 28 | 5.2 | 78 | 5%

Source: PubChem BioAssay (several laboratories)
